Source: PubChem BioAssay
Mtb RmlCD inh: M. tuberculosis RmlC/RmlD coupled enzyme inhibitors, primary screen, biochemical, compound mixtures, 384-well, from 1536-well plates; dTDP-4-dehydrorhamnose reductase (Mycobacterium tuberculosis (strain ATCC 25618 / H37Rv)) …; RmlC+RmlD coupled enzyme assay, percent inhibition; primary screen in compound mixtures; inhibition, % at 3.6 µM; 0.03% of 160,000 active; in the data active = inhibition mostly above about 34%, no sharp cut-off; note: some results filed as inactive read as strong as hits
Target sequence (P9WH09 whole entry, looked up): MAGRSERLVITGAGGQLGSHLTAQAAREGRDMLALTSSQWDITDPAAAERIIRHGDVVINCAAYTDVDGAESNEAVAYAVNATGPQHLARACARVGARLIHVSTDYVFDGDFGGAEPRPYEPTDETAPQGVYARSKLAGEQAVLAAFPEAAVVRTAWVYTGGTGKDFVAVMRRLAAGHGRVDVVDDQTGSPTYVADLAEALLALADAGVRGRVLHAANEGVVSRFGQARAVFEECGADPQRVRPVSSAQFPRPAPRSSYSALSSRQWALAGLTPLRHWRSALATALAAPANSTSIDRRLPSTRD
Target sequence (P9WH11 whole entry, looked up): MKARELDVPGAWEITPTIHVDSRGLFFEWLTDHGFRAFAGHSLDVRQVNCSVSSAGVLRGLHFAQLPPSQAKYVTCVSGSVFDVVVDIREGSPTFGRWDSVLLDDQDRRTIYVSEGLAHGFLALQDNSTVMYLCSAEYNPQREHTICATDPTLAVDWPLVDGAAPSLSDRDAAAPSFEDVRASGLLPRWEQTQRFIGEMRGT
GlmU inhibition: inhibition of mycobacterial GlmU enzyme – biochemical, glucosamine-1-phosphate acetyltransferase (AID 1376); M. tuberculosis GlmU acetyltransferase enzyme assay; higher % means a stronger effect; inhibition, %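 (tested at 30 µM in the primary screen)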; hits with a dose series show IC50 in µM; 0.25% of 220,000 active; in the data active = inhibition above about 13%;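 note: 0% = complete reaction with vehicle and 100% = reaction without substrate; strong numbers were not always called active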
An asterisk follows results filed as active; x = not tested or not shown. These rows are one share of the data; rates above refer to the full screens.

| Structure | GlmU inhibition | Mtb RmlCD inh |
| --- | --- | --- |
| CC1CCN(c2cc(Br)c([N+](=O)[O-])cc2F)CC1 | -1.1% | 3.7 |
| CCc1ccc(CN2CCN(Cc3ccc(SC)cc3)CC2)cc1 | 1.2% | 6.2 |
| Cc1ccc(NC(=O)C(C)C(=O)Nc2ccc(C)cc2)cc1 | -4.6% | 1.8 |
| COc1cccc(NC2c3ccccc3C(=O)N2Cc2ccccc2Cl)c1 (stereo unspecified) | 3.0% | 10.4 |
| COc1ccc(C)cc1NC(=O)c1ccc(NC(=O)CC2SC(N3CCCC3)=NC2=O)cc1 (stereo unspecified) | 0.0% | x |
| c1ccc(-c2cn(-c3ccccc3)c3[n+]2CCS3)cc1 | 3.8% | -9.1 |
| CC(OC(=O)CNC(=O)c1ccco1)C(=O)N(C)c1ccccc1 (stereo unspecified) | 5.8% | 3.2 |
| Brc1ccc(-c2nnc3sc(CNCc4ccc5c(c4)OCO5)cn23)cc1 | 1.1% | -5.8 |
| CCc1cc(=O)oc2cc(C)c(CN3CCCC(C)C3)c(O)c12 (stereo unspecified) | 4.5% | x |
| Cn1c(=O)c([N+](=O)[O-])c(N2CCSCC2)c2ccccc21 | -1.1% | x |
| Cc1cc2n(n1)C(c1cn(-c3ccccc3)nc1C)Nc1c(C)cccc1-2 (stereo unspecified) | 3.1% | x |
| COc1cc2nc(SCC(=O)NC3CC3)n(CCC3=CCCCC3)c(=O)c2cc1OC | 4.0% | x |
| Oc1ccc(/C=N/Nc2nc(-c3ccccc3F)nc3ccccc23)c(O)c1 | -0.1% | -11.5 |
| O=C(NCCc1ccccc1)C1CCN(S(=O)(=O)c2cccc3nonc23)CC1 | 0.4% | 4.2 |
| Cc1ccc(/C=c2\sc3n(c2=O)CN(c2cccc(Br)c2)CN=3)o1 | -5.2% | -2.5 |
| CCOC(=O)C1=C(CBr)NC(=O)NC1C (stereo unspecified) | 0.0% | -5.8 |
| Cc1oc(S(=O)(=O)N2CCCCC2)cc1NC(=O)Nc1ccc(F)cc1 | -2.7% | 2.2 |
| N#CC1=C(N)NC(=S)C(C(N)=O)C1c1ccccc1F (stereo unspecified) | -0.9% | -12.0 |
| COc1ccc(/C=N/NC(=S)N[C@H]2CC3CCC2C3)cc1 (stereo partly specified) | 3.1% | -5.6 |
| CN(C)c1ccc(NC(=S)c2ccccn2)cc1 | 7.8% | 2.7 |
| CCn1c(SCC(=O)NNC(=O)c2ccccc2)nnc1-c1ccco1 | -1.6% | x |
| COc1ccc(N=Nc2ccc(O)c(P(=O)(c3ccccc3)c3ccccc3)c2)cc1 | -4.2% | 14.3 |
| CCOC(=O)c1ccc(NC(=O)c2nc[nH]c2C(=O)N2CCc3ccccc3C2)cc1 | 0.4% | -6.4 |
| Cc1ccc(C(=C2C3C=CC2C2C(=O)NC(=O)C32)c2ccc(C)cc2)cc1 (stereo unspecified) | 6.5% | x |
| O=C(c1cnccn1)N(c1ccccc1)C1(C(=O)NC2CCCCC2)CCCCC1 | 5.7% | 10.4 |
| O=c1[nH][nH]c(-c2ccccc2O)c1C(C[N+](=O)[O-])c1cccc(Cl)c1 (stereo unspecified) | 0.5% | 30.5 |
| CCC(Sc1nc2ccccc2[nH]1)C(=O)Nc1ccc(NC(C)=O)cc1 (stereo unspecified) | 0.8% | -9.6 |
| CCO[C@H]1OC(C(=O)NCc2ccccc2)=C[C@@H](C(C)(C)C)[C@@H]1CCCO | 1.7% | x |
| CNC(=O)NC(=O)C(C)Oc1ccccc1F (stereo unspecified) | -2.1% | 0.2 |
| Cc1ccc(S(=O)(=O)NC(=O)Nc2ccccc2F)cc1 | 1.8% | 4.4 |
| COc1cc2c(cc1OC)-c1cc(N3CCCc4ccccc43)nc(=O)n1CC2 | 1.8% | x |
| Cc1cc(-c2n[nH]c(=S)n2Cc2ccco2)n(C)n1 | 2.2% | x |
| CC(C)c1nc2n[nH]c(N)c2c2c1CSC(C)(C)C2 | -2.6% | 9.3 |
| COc1ccc(S(=O)(=O)N(C)CC(=O)NCCC2=CCCCC2)cc1C | 6.1% | 0.5 |
| CC(=O)Nc1ccc(S(=O)(=O)N(C)CC(=O)Nc2ccccc2N2CCOCC2)cc1 | 4.5% | x |
| CCCCN(CC(=O)Nc1c(C)cccc1CC)C(=O)SCC | -1.5% | x |
| CCSc1nc(=O)n(-c2ccccc2)c(C)c1C(C)=S | -0.8% | x |
| Cc1ccc(C2C(C(=O)O)c3ccccc3C(=O)N2C)c(C)c1 (stereo unspecified) | 2.4% | x |
| CN(CC(=O)Nc1ccc(F)cc1)c1ccc(S(=O)(=O)N2CCCC2)cn1 | -3.2% | 10.9 |
| CSc1nnc(Cn2c(=O)sc3ccccc32)n1-c1ccccc1 | 0.2% | 9.1 |
| CCOC(=O)CC(NC(=O)c1ccc(C)cc1)c1ccc(C)cc1 (stereo unspecified) | 5.5% | 21.8 |
| CCN(C(=S)Nc1ccc(C(C)=O)cc1)C1CCCCC1 | -2.9% | -9.3 |
| COC(=O)C1=NN(C(=O)c2ccc(Br)cc2)C(O)(C(C)(C)C)C1 (stereo unspecified) | 1.7% | -9.4 |
| Cc1nn(C)cc1/C=C1\CCC/C(=C\c2cn(C)nc2C)C1=O | -0.6% | 9.9 |
| Oc1c(C=Nc2cccc3nsnc23)ccc2ccccc12 | 2.5% | 12.1 |
| CCS(=O)(=O)N1CCC(C(=O)N2CCN(Cc3ccccc3)CC2)CC1 | -4.3% | 1.2 |
| CCOC(=O)CSC1=C(C#N)C(c2ccccc2OCC)C(C#N)C(=O)N1 (stereo unspecified) | 5.3% | x |
| O=C(N/C=N/OCc1ccc(Cl)cc1Cl)NOCc1c(Cl)cccc1Cl | 2.9% | 4.0 |
| O=C(N1CCN(CCO)CC1)N1c2ccccc2C=Cc2ccccc21 | 3.4% | x |
| COc1ccc2c(-c3ccccc3)cc3nnnn3c2c1 | 3.5% | -4.7 |
| O=C(CN1C(=O)CS/C1=C\c1nc(-c2ccc(Cl)cc2)cs1)Nc1cccnc1Cl | 0.9% | -8.7 |
| COc1ccc2c(C)cc(=S)[nH]c2c1 | 4.5% | 2.7 |
| COC(=O)c1ccccc1NC(=O)c1ccc2nccnc2c1 | 0.7% | 4.2 |
| CC1Cc2ccccc2N1C(=O)c1nn(C)cc1Br (stereo unspecified) | -3.1% | x |
| O=C(Nc1ccc(Cl)cc1)Nc1nnc(SCc2ccccc2)s1 | -2.6% | 13.1 |
| Cc1ccc(NC(=O)/C(C#N)=N/Nc2ccc(C(=O)O)cc2)c(C)c1 | 2.8% | x |
| COC(=O)c1ccc(Oc2c(C)oc3cc(OCc4cnn(-c5ccccc5)c4)ccc3c2=O)cc1 | -3.2% | 4.8 |
| Cc1ccc(NS(=O)(=O)c2ccc(C)c(NC(=O)COc3ccccc3)c2)c(C)c1 | -3.9% | -11.8 |
| CCC(=O)NCCc1nc2ccccc2n1CC(=O)c1ccccc1 | 1.3% | x |
| CC(C)[C@H](NC(=O)NCCc1ccc(F)cc1)C(=O)O | 4.2% | 22.0 |

Additional entries follow.
| Structure | GlmU inhibition | Mtb RmlCD inh |
| --- | --- | --- |
| CC(C)(C)NC(=O)CSC(=Nc1ccc(F)cc1)NC#N | 4.5% | x |
| O=C1OCCC1Sc1nnc(-c2cccc(Br)c2)o1 (stereo unspecified) | -4.2% | x |
| COC(CN(C(=O)CCl)C(C(=O)NC1CCCC(C)C1C)c1ccc(C)cc1)OC (stereo unspecified) | -12.3% | 4.0 |
| CC(C)C(NC(=O)c1ccco1)C(=O)OCC(=O)Nc1ccc(C(N)=O)cc1 (stereo unspecified) | -6.4% | -7.5 |
| O=C(COC(=O)c1c[nH]c(=O)[nH]c1=O)Nc1ccccc1Br | 0.9% | -14.1 |
| CCNc1ccc(S(=O)(=O)NCCN(C)C)cc1[N+](=O)[O-] | -4.8% | 3.4 |
| Cc1nc2ccc(Cl)cc2nc1C | -1.5% | -5.9 |
| CN(C)CCCN1c2ccccc2CCc2ccccc21 | -3.4% | x |
| O=C(CSc1nnc(-c2ccncc2)n1-c1ccccc1)Nc1ccc(C(=O)O)cc1 | -2.7% | x |
| COc1ccc(Cl)cc1N/C(N)=N/c1nc(CSc2ccc(C)cc2)cc(=O)[nH]1 | 0.8% | 7.1 |
| Cc1ccc(-c2ccc(SCC(=O)N3CCCc4ccccc43)nn2)cc1 | -3.0% | -5.4 |
| O=C1CCCc2nc3c(cc21)C(O)Oc1c-3ccc2ccccc12 (stereo unspecified) | 1.5% | 9.6 |
| O=C(Cn1c(-c2ccccn2)nc2ccccc21)N/N=C/c1ccccn1 | 1.0% | 11.4 |
| COC(=O)c1ccccc1OC(=O)c1ccc(Br)o1 | -4.3% | 8.7 |
| Cc1cc(CNC(=O)Cc2c(F)cccc2Cl)nn1C | -5.8% | -4.6 |
| CCN(CC)c1ccc(/C=N/N2CCN(Cc3cccc4ccccc34)CC2)c(O)c1 | -0.7% | x |
| COc1ccc(-c2nc3cc([N+](=O)[O-])ccc3o2)cc1OC | -1.0% | 6.5 |
| Cc1ccsc1CN(C)C(=O)CCc1nnc(COc2ccccc2)o1 | -4.3% | 5.7 |
| CC(C)CC(=O)Nc1nc2ccc(S(=O)(=O)N3CCOCC3)cc2s1 | -3.0% | 8.3 |
| CCC(=O)N1CCc2cc(OC)c(OC)cc2C1COc1ccccc1OC (stereo unspecified) | 3.0% | -6.0 |
| COc1ccc(Cn2cnc3c([N+](=O)[O-])c(C)c(C)cc32)cc1 | 1.9% | x |
| O=C(CNS(=O)(=O)c1ccccc1)OCC(=O)c1ccc(OC(=O)c2ccccc2)cc1 | 3.3% | x |
| O=C(CC12CC3CC(CC(C3)C1)C2)NC(=S)Nc1ccc(CN2CCOCC2)cc1 | 5.4% | -9.9 |
| Cc1c(C(=O)NCc2ccc3c(c2)OCO3)sc2nc(-c3ccccc3)cn12 | 2.2% | -6.7 |
| CCOc1ccc(Oc2cc(C)nc(SC)n2)nn1 | 0.3% | x |
| CC(C)(C)NC(=O)CN(C(=O)CSc1nnc(COc2ccccc2)o1)c1cccc(F)c1 | 1.6% | x |
| CC1(C)CC(=O)c2cnc(NC3CC3)nc2C1 | 4.7% | -6.0 |
| COc1ccc(Cl)cc1CSc1n[nH]c(C)n1 | 0.8% | x |
| Cc1cc(C)nc(SCC(N)=O)n1 | -1.5% | -4.9 |
| CCOc1ccc(N(CC(=O)NCc2ccco2)S(=O)(=O)c2ccc(OC)c(OC)c2)cc1 | -0.5% | -2.5 |
| O=Cc1c(N2CCCCCC2)nc2ccccn2c1=O | -0.6% | x |
| CCC(=O)N1CCC(C(N)=O)(N2CCCCC2)CC1 | -2.0% | -0.2 |
| O=C(CN1C(=O)c2ccccc2S1(=O)=O)N1CCN(c2cccc(Cl)c2)CC1 | -0.2% | x |
| CCOc1ccccc1NC(=O)C1CCCN(S(=O)(=O)c2cccc3cccnc23)C1 (stereo unspecified) | -4.2% | -6.4 |
| COC(=O)CCc1c(C)c(C(=O)c2ccco2)c2ccccn12 | 1.7% | x |
| O=C(NCCCN1CCOCC1)c1ccccc1NS(=O)(=O)c1ccc(Br)cc1 | 6.2% | 0.6 |
| NC(=O)C1CCN(CCC(=O)Nc2ccc(Br)cc2)CC1 | 7.3% | 13.4 |
| Cc1ccc(NC(=S)NC2CC3CCC(C2)N3Cc2ccco2)cc1C (stereo unspecified) | -5.2% | 35.1 |
| O=C(O)/C=C/C(=O)Nc1ccc(S(=O)(=O)N2CCCC2)cc1 | 2.2% | 2.5 |
| Cc1ccc(NC(=O)CN(C)C2CCCCC2)cc1Br | -2.3% | -3.5 |
| Cc1c(O)ccc2c(O)c(NC(=O)c3ccc4c(c3)CCC(C)(C)O4)c(=O)oc12 | x | 4.7 |
| O=C(NC(=S)Nc1nc(-c2cccc([N+](=O)[O-])c2)cs1)c1ccccc1Cl | 0.6% | 4.6 |
| CCOC(=O)CC1=C(C(=O)OCC)C(c2cccs2)C(C#N)=C(N)O1 (stereo unspecified) | 1.3% | 11.5 |
| CCc1ccc2[nH]c(=O)c(C(c3nnnn3CCOC)N3CCN(c4ccccc4)CC3)cc2c1 (stereo unspecified) | -0.9% | -2.9 |
| O=C(C(c1ccccc1)c1ccccc1)N1CCN(Cc2ccco2)CC1 | 5.7% | x |
| c1ccc(-c2nnc(OCc3cccnc3)c3ccccc23)cc1 | -7.2% | x |
| Cc1ccccc1OCCn1nc(C(=O)O)c2ccccc2c1=O | 6.4% | x |
| COc1ccc(-n2nnc3c(=O)n(CC(=O)NCC4CCCO4)cnc32)cc1 (stereo unspecified) | 4.5% | x |
| NC(=O)CCCc1nc(-c2ccccc2)no1 | 1.8% | -1.3 |
| CC1=C(C(=O)Nc2ccccc2)C2(CCCCC2)C(C(N)=O)C(=S)N1 (stereo unspecified) | 0.3% | 18.9 |
| Cc1ccc(S(=O)(=O)N(CC(=O)N/N=C\c2cccs2)c2cccc3cccnc23)cc1 | -2.4% | x |
| O=C(Cc1ccccc1)NC(Nc1ccccc1)C(Cl)(Cl)Cl (stereo unspecified) | 2.5% | x |
| COc1ccc(CN2CCNC(=O)C2CC(=O)NCCc2c[nH]c3ccccc23)c(OC)c1 (stereo unspecified) | 0.0% | 6.4 |
